# Wee1 degr inh – inhibitors of human Wee1 degradation; hit rate 1.2% among 220,000; HeLa Luc-Wee1K328M stability, luciferase luminescence; 100% = proteasome inhibitor MG132 effect; reporter increase, % at 5 µM; AID 1321; P30291;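 active = activation above the mean of all tested compounds plus 3 SD, set per screening run, cut at about 8.8% in these data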;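 also: cells exposed to compound for 20 h before luminescence read; 0% = DMSO alone and 100% = MG132 at 30 µM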
# FXIIa inh – blocks human coagulation factor XIIa protease activity; hit rate 0.3% among 220,000; AID 800; P00748; purified FXIIa, Boc-QGR-AMC fluorogenic substrate, 2 h; inhibition, % at 5 µM; in the data active = inhibition above about 40%;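 also: 0% = enzyme with no compound and 100% = blank without enzyme; many of its hits are not listed in these tables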
# p97 ATPase inh – inhibitors of human p97 ATPase | P55072 | recombinant p97 ATPase, Kinase-Glo ATP luminescence, 3 h | inhibition, % at 8 µM | hit rate 0.42% among 220,000; in the data active = inhibition above about 15%;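 also: 0% = DMSO vehicle and 100% = wells lacking enzyme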
# Target sequence (P55072 whole entry, looked up): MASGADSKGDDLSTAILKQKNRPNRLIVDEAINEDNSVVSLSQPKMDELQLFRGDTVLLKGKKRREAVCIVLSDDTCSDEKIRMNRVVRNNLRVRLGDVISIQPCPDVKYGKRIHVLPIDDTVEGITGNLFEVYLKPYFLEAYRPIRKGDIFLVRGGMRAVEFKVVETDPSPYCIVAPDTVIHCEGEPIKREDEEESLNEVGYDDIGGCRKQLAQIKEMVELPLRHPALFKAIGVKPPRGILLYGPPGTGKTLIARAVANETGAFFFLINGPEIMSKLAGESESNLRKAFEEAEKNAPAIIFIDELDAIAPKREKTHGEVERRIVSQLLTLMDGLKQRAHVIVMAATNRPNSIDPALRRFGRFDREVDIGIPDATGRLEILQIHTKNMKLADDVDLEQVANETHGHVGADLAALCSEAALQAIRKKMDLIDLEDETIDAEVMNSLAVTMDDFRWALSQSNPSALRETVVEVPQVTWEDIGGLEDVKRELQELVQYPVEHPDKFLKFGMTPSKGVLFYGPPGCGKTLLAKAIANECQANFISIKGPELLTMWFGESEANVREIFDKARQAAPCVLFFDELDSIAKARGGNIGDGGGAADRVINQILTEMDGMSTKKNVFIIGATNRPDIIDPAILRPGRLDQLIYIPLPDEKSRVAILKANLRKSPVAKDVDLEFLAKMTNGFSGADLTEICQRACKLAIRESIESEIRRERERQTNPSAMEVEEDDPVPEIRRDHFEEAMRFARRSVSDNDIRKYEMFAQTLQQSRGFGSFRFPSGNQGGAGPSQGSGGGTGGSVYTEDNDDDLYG
# KCC2 mod – KCC2 (human) Cl- transport modulation; Q9H2X9; KCC2 cells, thallium flux FluoZin-2 fluorescence; B-score of Tl+ flux slope (higher = more flux/activation; lower = inhibition) at 10 µM; hit rate 2.2% among 190,000; AID 1456;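 active = thallium flux slope and its plate-corrected score both differing from the plate sample mean at a set confidence after two filtering rounds, in either direction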;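 also: slope of fluorescence scaled to starting intensity during 10 to 20 s after thallium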
# PERK inh – human PERK inhibition, primary cell-based screen | Q9NZJ5 | hit rate 0.17% among 220,000 | CHO PERK-DD fusion, SEAP luminescence translation reporter | inhibition, % at 5.6 µM;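 active = inhibition above the mean inhibition of all tested compounds plus 3 SD, set separately per screening campaign, cut at about 2.9% in these data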;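 also: PERK kinase domain activated by AP20187 dimerizer at 100 nM; 0% = DMSO with dimerizer and 100% = rapamycin at 8.4 µM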
# KLK5 inh – blocks human kallikrein 5 protease activity; inhibition, % at 5 µM; hit rate 0.59% among 210,000; recombinant hK5, fluorogenic AMC substrate cleavage; Q9Y337;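 active = inhibition of 40% or more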;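 also: 0% = enzyme controls without compound and 100% = no-enzyme blanks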
# Target sequence (Q9Y337 67-293 limits assumed): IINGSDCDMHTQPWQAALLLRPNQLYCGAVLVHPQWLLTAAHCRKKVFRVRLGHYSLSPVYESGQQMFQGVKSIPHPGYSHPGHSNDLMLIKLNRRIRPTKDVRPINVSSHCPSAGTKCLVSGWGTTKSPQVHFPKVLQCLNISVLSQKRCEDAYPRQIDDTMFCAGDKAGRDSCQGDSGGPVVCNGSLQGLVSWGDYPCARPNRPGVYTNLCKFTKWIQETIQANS
# FXIa inh 1536 – factor XIa (human) inhibition. hit rate 0.14% among 220,000. AID 798. inhibition, % at 5 µM. purified FXIa, Boc-Glu-Ala-Arg-AMC fluorogenic substrate;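 active = inhibition of at least 40%; inactive = inhibition below 40%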;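 also: fluorescence of freed AMC excited at 355 nm; 0% = enzyme without compound and 100% = no enzyme blank; many of its hits are not listed in these tables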
# Furin inh – inhibitors of human furin; AID 463115; hit rate 0.061% among 220,000; inhibition, % at 30 µM; purified furin, fluorogenic substrate cleavage; in the data active = inhibition above about 25%; also: inactives centre near -15
# Thrombin inh – blocks human thrombin protease activity. inhibition, % at 5 µM. alpha-thrombin, Boc-VPR-AMC fluorogenic substrate cleavage. hit rate 0.26% among 220,000;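 active = inhibition at or above 40%; inactive = inhibition below 40%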;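 also: 0% = enzyme with no compound and 100% = wells without enzyme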
#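 System: human alpha-thrombin protein; Compound dosing: one concentration per compound, 5 µM, with 0.2% DMSO; Timing: reaction at room temperature; Technique: AMC fluorescence, 355/460 nm; Controls: enzyme without compound as high, wells lacking enzyme as low.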
# The depositor's hits bear a star; / = not tested or not shown; [ ] = remark or other dose. Outcome played no part in choosing rows; 4.4% or so of the library scored in one or more.
SMILES,Wee1 degr inh,FXIIa inh,p97 ATPase inh,KCC2 mod,PERK inh,KLK5 inh,FXIa inh 1536,Furin inh,Thrombin inh
COC(=O)[C@@H](NC(=O)O[C@@H]1C(=O)c2ccc(OC)cc2O[C@H]1c1cccc(C(F)(F)F)c1)C(C)C,-3,6,2,5.6*,-1.4,-12,-8,-9,-2
Cc1ccc(C2CC2c2n[nH]c(=S)n2-c2cccc(Cl)c2)cc1 (stereo unspecified),-3,6,3,5.6*,1.1,-3,-6,-21,-8
CS(=O)(=O)N1CCSC1c1ccc(Br)cc1 (stereo unspecified),-3,4,6,-0.98,1.4,0,3,-13,-5
COc1cccc(-c2nnn(CCc3nn[nH]n3)n2)c1,3,18,0,0.22,1.3,13,8,-17[20 µM],0
CCOC(=O)CN(C(=O)CSc1nnc(-c2cccc(OC)c2)o1)c1ccc(F)cc1,2,11,-7,/,-1.0,-11,3,-18,3
CC1CN(C(=O)C(Sc2ccccc2)c2ccccc2)CC(C)O1 (stereo unspecified),2,7,4,0.0031,-0.2,-11,2,-13,-13
CC(C)c1nc2oc3c(NCCO)ncnc3c2c2c1COC(C)(C)C2,-3,11,0,0.12,-0.3,16,1,-23,-1
Cc1n[nH]c(=S)c2nn(-c3ccccc3F)c(C)c12,0,16,-4,-0.8,0.0,6,4,2[20 µM],1
O=C1/C(=C\c2ccc3c(c2)OCO3)CCC/C1=C/c1ccc2c(c1)OCO2,0,16,10,/,1.2,7,3,-22,2
CS(=O)(=O)N1CCN(C(=S)NCc2ccc(Cl)cc2)CC1,2,10,1,-0.026,0.7,/,4,-23,3
Cc1cc(-c2onc(C)c2C(=O)Oc2ccc(Cl)cc2)no1,0,9,5,-1.5,0.2,-5,-4,-13,3
O=C(CCNc1ccc(Br)cc1)c1cccc([N+](=O)[O-])c1,1,10,3,1.1,0.6,/,1,-25,-1
O=C1CN2CCC1C/C2=C\c1ccnc2c(Cl)cccc12 (stereo unspecified),0,6,5,0.12,0.5,-2,-6,-24,-3
N#CC(=C1CCCC1)c1nc(-c2cc3ccccc3oc2=O)cs1,-2,6,2,/,1.0,3,-3,-23,-3
CCCC1=NN(C(=O)Cc2ccc(OC)c(OC)c2)C(O)(C(F)(F)F)C1 (stereo unspecified),-2,4,2,0.014,-0.1,-2,0,-11,-2

# Complete entries from above:
# Record of CS(=O)(=O)N1CCN(C(=S)NCc2ccc(Cl)cc2)CC1 : Wee1 degr inh: 2; FXIIa inh: 10; p97 ATPase inh: 1; KCC2 mod: -0.026; PERK inh: 0.7; KLK5 inh: /; FXIa inh 1536: 4; Furin inh: -23; Thrombin inh: 3
# Record of COC(=O)[C@@H](NC(=O)O[C@@H]1C(=O)c2ccc(OC)cc2O[C@H]1c1cccc(C(F)(F)F)c1)C(C)C : Wee1 degr inh: -3; FXIIa inh: 6; p97 ATPase inh: 2; KCC2 mod: 5.6*; PERK inh: -1.4; KLK5 inh: -12; FXIa inh 1536: -8; Furin inh: -9; Thrombin inh: -2

# Next compounds follow.
SMILES,Wee1 degr inh,FXIIa inh,p97 ATPase inh,KCC2 mod,PERK inh,KLK5 inh,FXIa inh 1536,Furin inh,Thrombin inh
COc1ccc(CCN(C(=O)c2ccco2)C(C(=O)NC2CCCC2)c2ccncc2)cc1OC (stereo unspecified),1,6,3,0.62,0.4,-1,-3,-21,-11
COc1ccc(C)cc1NC(=O)CNC(C)C(=O)Nc1cc(Cl)ccc1Cl (stereo unspecified),-4,-1,1,-2.6,0.1,-2,-5,-9,-14
O=[N+]([O-])c1cccc(P(=O)(O)c2cccc([N+](=O)[O-])c2)c1,25*,6,7,0.014,2.0,1,0,-26,-3
COc1cc(NC(=O)c2cc3c(Cl)nc4ccccc4c3s2)cc(OC)c1OC,-2,0,2,1.3,-0.4,-15,-6,-11,-7
O=C(COc1ccc(Cl)cc1Cl)Nc1ccc2nc3n(c(=O)c2c1)CCCC3,-3,7,-3,0.016,-1.2,2,2,-23,1
COc1ccc(C2/C=C\CN(C(=O)Oc3ccccc3)CC(=O)N2Cc2ccc(F)cc2)cc1 (stereo unspecified),/,7,/,-2.7,/,2,1,-19,1
CCC1(C(=O)c2ccc(Cl)cc2)C2c3ccccc3OC(=O)C21C(=O)Nc1ccccc1 (stereo unspecified),-3,-5,0,0.63,1.2,-6,2,-30,-4
Cc1ccc(/C=C/C(=O)Nc2ccc(S(=O)(=O)Nc3ncccn3)cc2)cc1,1,4,7,1.8,0.7,-2,2,-26,-6
COC(=O)c1c(NC(=O)c2nc3ccccc3s2)sc2c1CCN(C(C)=O)C2,4,7,0,1,-0.2,-14,-4,-13,4
COC(=O)Cc1cc(=O)n2[nH]c(C)cc2n1,-2,-2,-6,/,-0.1,10,2,-9[20 µM],1
C=CCn1c(O)c(C(CC)=NCc2cccnc2)c(=O)[nH]c1=O,2,16,1,/,0.8,2,13,-27,2
CCC1CCCCN1CCCNC(=O)CC1Oc2ccccc2NC1=O (stereo unspecified),-3,5,2,/,0.6,-2,0,-40,-1
CCC1CCc2c(sc(NC(=O)c3cccnc3)c2C(N)=O)C1 (stereo unspecified),2,11,3,0.55,0.0,/,4,-12,0
COc1ccc(/C=N/NC(=O)c2ccoc2C)cc1COc1ccc(Cl)cc1,1,17,1,0.48,-1.6,25,4,-16[20 µM],0
O=C(COC(=O)c1ccc[nH]c1=O)c1ccc(Cl)s1,-3,16,1,0.02,0.3,-13,-1,-7,0
COc1ccc(-c2nc(-c3cccc(C)c3)[nH]c(=O)c2C#N)cc1,0,14,4,-1.1,2.0,-6,2,-13[20 µM],-3
CCOc1c(C(N)=O)c(-c2ccccc2)c2c(=O)[nH]c3ccccc3n12,-1,15,6,/,0.2,-21,12,-10,-7
Cc1cc(C)cc(-n2c(=O)c3sccc3n(CC(=O)NCc3ccco3)c2=O)c1,-2,-3,-1,/,-0.8,7,2,-31,1
O=C(NCc1ccncc1)c1cc(C(=O)C2CCCCC2)c[nH]1,0,4,5,-0.63,-0.1,-1,-3,-17,-6
CC(C)NC(=O)c1cc(-n2cnnc2)ccc1Cl,-2,-7,-4,0.16,1.8,-20,-3,-23[20 µM],-7
CC(C)Cn1c(SCC(=O)NC(=O)NC2CCCC2)nc2ccccc21,0,18,-9,0.93,-0.5,-12,9,-10,3
CC(C)c1ccc(CN2CCC(C(=O)NCc3cccnc3)CC2)cc1,0,12,1,-0.37,-1.1,-12,2,-13[20 µM],0
COc1ccc(-n2c(SCC(N)=O)nc3sc4c(c3c2=O)CCC4)cc1,5,20,0,0.58,0.3,17,6,-9,6
O=C(Nc1ccc(O)c2c(=O)cc(-c3ccccc3Cl)oc12)c1ccccc1Cl,-2,8,5,0.23,-0.6,-6,-3,-12,-1
C/C(C/C(C)=C1/SC(=S)NC1=O)=C1\SC(=S)NC1=O,-1,2,13,-2.9,1.3,-14,2,-10,-4
O=C(CSc1ncn[nH]1)Nc1ccc(Br)cc1F,3,6,6,-0.21,-0.3,-17,-4,-21,-4
COc1ccc2cc(CN(CC3CCCO3)S(=O)(=O)c3ccccc3)c(=O)[nH]c2c1 (stereo unspecified),9,13,-4,/,-0.7,-2,-9,-7[20 µM],2
O=C(C1CCN(Cc2nc(Cc3cccc(F)c3)no2)CC1)N1CCOCC1,-2,9,2,1.1,-0.9,4,-2,-26,-7
Cc1ccc(OCCCCNC(C)(C)C)c([N+](=O)[O-])c1,-3,10,0,0.11,-0.1,-12,-1,-20,-14
CC(=O)c1cccc(NC(=S)N2CCN(CCN3C(=O)c4cccc5cccc(c45)C3=O)CC2)c1,5,7,3,0.11,0.6,1,-2,-34,-1

# 3 compounds from above, ordered by length of the SMILES, falling.
SMILES,Wee1 degr inh,FXIIa inh,p97 ATPase inh,KCC2 mod,PERK inh,KLK5 inh,FXIa inh 1536,Furin inh,Thrombin inh
O=C(Nc1ccc(O)c2c(=O)cc(-c3ccccc3Cl)oc12)c1ccccc1Cl,-2,8,5,0.23,-0.6,-6,-3,-12,-1
COc1ccc(-c2nc(-c3cccc(C)c3)[nH]c(=O)c2C#N)cc1,0,14,4,-1.1,2.0,-6,2,-13[20 µM],-3
C/C(C/C(C)=C1/SC(=S)NC1=O)=C1\SC(=S)NC1=O,-1,2,13,-2.9,1.3,-14,2,-10,-4

# Carrying on:
SMILES,Wee1 degr inh,FXIIa inh,p97 ATPase inh,KCC2 mod,PERK inh,KLK5 inh,FXIa inh 1536,Furin inh,Thrombin inh
COc1ccccc1NC(=S)N1CC(C)OC(C)C1 (stereo unspecified),0,6,3,0.9,0.5,-2,0,-24,-1
Cc1nn(Cc2ccccc2)c(C)c1/C=N/NC(=O)c1ccncc1,-2,9,2,0.53,1.6,-6,-6,-6,-2
COc1ccc(C(=O)NN2CCCCC2)cc1OC,-1,7,5,/,1.1,-14,4,-16[20 µM],4
NC(CSCc1ccccc1Cl)C(=O)O (stereo unspecified),-2,-11,4,-0.076,0.2,-9,-5,-3,-5
Cc1ccc(C(=O)N/C(=C/c2ccco2)C(=O)NCCCn2ccnc2)cc1,1,14,5,0.18,1.4,-6,5,-7,-4
COc1ccc(N2C(=O)CC(Sc3n[nH]c(-c4cccc(C)c4)n3)C2=O)cc1 (stereo unspecified),-2,7,5,0.13,0.8,-1,0,-17,-5
CCCc1cc(-c2n[nH]c(=S)n2C(C)c2ccccc2)cs1 (stereo unspecified),8,5,-4,7.6*,-0.3,-3,-3,-14[20 µM],-5
O=C(O)c1ccccc1SC1CC(=O)N(c2ccc3c(c2)OCO3)C1=O (stereo unspecified),1,/,3,-0.028,-0.2,0,-4,-32,-3
COc1ccc(NC(=S)N/N=C2\CC(C)(C)Oc3ccc(OC)cc32)cc1,-4,-1,0,1.4,0.2,-15,0,-30,-7
Cc1ccc(C23CC4CC(CC(CC(=O)N5CCOCC5)(C4)C2)C3)cc1,-1,1,-11,0.28,-1.3,4,-7,-11[20 µM],0
CN1CCN(C(=O)c2ccc3c(c2)NC(=O)C(N2CCOCC2)S3)CC1 (stereo unspecified),0,16,3,/,1.2,7,-13,-23,6
CNC(=O)c1cc(Nc2nnc(-c3ccc(O)cc3)c3ccccc23)ccc1OC,0,6,-2,-0.34,-0.9,-6,-2,-3,9
O=[N+]([O-])c1ccc(C[n+]2ccc(Cc3ccccc3)cc2)cc1,4,-3,0,0.29,1.7,-9,-4,-13,-2
CCCC(=O)C1=C(O)C(C(=O)OC)C(C)(C)CC1=NC (stereo unspecified),0,3,-2,-0.05,1.0,-18,-13,-14,0
Cc1c(C(O)CN2CCC(C(N)=O)CC2)c2ccccc2n1C (stereo unspecified),7,-9,2,-0.59,1.2,-2,-11,-24,-10
Cc1ccc(CN2CCN(C/C=C/c3ccc(F)cc3)CC2CCO)o1 (stereo unspecified),2,4,5,-1.4,0.0,-1,-1,-29,-9
C/C(=N\NC(=O)C1(C)CC1(Br)Br)c1ccc(NC(=O)c2ccc(C)o2)cc1 (stereo unspecified),2,8,-2,-1,-0.2,7,-1,-15,-3
CSc1ccccc1Sc1cc(C(=O)O)c2ccccc2n1,-1,22,5,-0.034,1.4,2,19,-12,-4
Cc1nonc1C(=O)N/N=C/c1ccc([N+](=O)[O-])o1,7,10,-3,1.9,-0.2,19,-6,-3,-4
Cc1cc(=O)[nH]c(SCc2nnnn2-c2ccc(Cl)cc2)n1,-2,3,8,-1.5,0.2,-21,1,-11,-10
Cc1cc(C(=O)CSc2nnc(-c3ccco3)o2)c(C)n1Cc1ccco1,-2,-1,-3,/,-0.2,-14,0,-10,-3
COc1ccc(OC)c(CCNC(=O)CC2Oc3ccc(C)cc3NC2=O)c1 (stereo unspecified),-3,20,0,/,-0.9,-9,1,-21,0
COCCn1c(Cc2ccccc2)nnc1SCC(=O)Nc1ccccc1,-1,2,-1,-0.29,0.1,4,-5,-19,2
CCn1c(CCC(=O)Nc2nc3c(s2)CCCC3)nc2cc(S(=O)(=O)N(C)C)ccc21,3,8,3,-0.021,-0.2,-1,7,-14[20 µM],-2

# Screens: PubChem, several laboratories
